NCI-60 one-dose screen, 48 h, at 10 µM unless noted. Numbers give growth in % (100 = growth as untreated, 0 = no growth, -100 = all killed).
KM12: KM12 colon cancer cells. AID 1794800. 5% of 82,000 active
HT29: HT29 colon cancer | 7.4% of 81,000 active | AID 1794748
HCC-2998: HCC-2998 colon cancer | 4.7% of 79,000 active
NCI-H322M: NCI-H322M lung cancer; AID 1794733; 2.7% of 80,000 active
SNB-75: SNB-75 CNS cancer. 5% of 79,000 active. AID 1794750
HCT-15: HCT-15 colon cancer; 5.2% of 82,000 active; AID 1794746
HCT-116: HCT-116 colon cancer | 7.3% of 82,000 active | AID 1794798
COLO 205: COLO 205 colon cancer; 7.3% of 79,000 active; AID 1794742
SW-620: SW-620 colon cancer; 5.2% of 82,000 active; AID 1794795
Starred values were filed as active, the others as inactive; · = no result given; [ ] = remark or other dose. Rule for the calls: active = growth percent below 10; inactive = the rest.

SMILES | KM12 | HT29 | HCC-2998 | NCI-H322M | SNB-75 | HCT-15 | HCT-116 | COLO 205 | SW-620
C=C1C(=O)O[C@H]2[C@H]1CC/C(Cn1cc(-c3ccc(N)cc3)nn1)=C\CC[C@@]1(C)O[C@@H]21 | 51.5 | -59.4* | 50.8 | 78.9 | 25.6 | -46.9* | -56.0* | -63.5* | -44.8*
O=C(NCc1ccccc1)/C(=C\c1ccccc1)CC(=O)c1ccc(Cl)c(Cl)c1 | 98.8[5.5 µM] | 107.9[5.5 µM] | 97.4[5.5 µM] | 90.5[5.5 µM] | 65.5[5.5 µM] | 98.8[5.5 µM] | 89.5[5.5 µM] | 111.6[5.5 µM] | 106.3[5.5 µM]
CCOC(=O)CCCn1c(=O)c2sc3ncccc3c2n2nnc(-c3ccccc3)c12 | 94.9 | 80.8 | 110.9 | · | 75.7 | 74.8 | 55.8 | 83.2 | 75.7
O=S(=O)(OCCN(CCOS(=O)(=O)c1ccccc1)S(=O)(=O)c1ccccc1)c1ccccc1 | 102.0 | 89.4 | 102.4 | 86.3 | 87.6 | 113.8 | 76.5 | 94.6 | 100.3
Cc1ccc([P+](Cc2ccc([N+](=O)[O-])cc2)(c2ccc(C)cc2)c2ccc(C)cc2)cc1 | 16.0 | 23.1 | 31.3 | 69.3 | 30.9 | 96.7 | 22.0 | 7.7* | 45.2
CCN(C(C)=O)c1ccc([N+](=O)[O-])cc1 | 103.5 | 104.3 | 97.8 | 103.4 | 107.6 | 109.5 | 108.8 | 109.7 | 98.2
COc1ccc(N2C(=O)C(OC)C2c2ccc(Cl)cc2)cc1 (configuration not stated) | 97.6 | 99.3 | 99.0 | 100.2 | 101.1 | 96.0 | 97.8 | 119.6 | 99.7
COC(=O)c1ccc(C(C)(C)C)cc1 | 104.0 | 96.4 | 106.5 | 96.3 | 95.5 | 98.3 | 99.6 | 107.5 | 104.0
O=[N+]([O-])c1ccc2c(c1)/C(=C/c1ccc(Cl)cc1)c1ccccc1-2 | 95.1 | 105.8 | 97.8 | 92.3 | 83.8 | 105.3 | 75.0 | 102.5 | 112.3
O=C(Nc1ccccc1)OCC1OCOC(COC(=O)Nc2ccccc2)C1OC(=O)Nc1ccccc1 (configuration not stated) | 51.2 | 43.1 | 36.9 | 49.4 | 32.0 | 51.7 | -51.6* | 91.6 | 8.2*
OCCNc1nccc(N2CCN(c3ccnc4cc(Cl)ccc34)CC2)n1 | 60.8 | 45.7 | 86.4 | 84.2 | 71.3 | 51.3 | 47.1 | 65.6 | 44.4
O=S(=O)(Oc1ccc(-c2ccc3sccc3c2)cc1)C1CCCCC1 | 104.0 | 89.6 | 102.4 | · | 126.2 | 54.6 | 47.0 | 103.7 | 101.7
O=C(Cn1cc(CN2C(=O)c3ccc([N+](=O)[O-])cc3C2=O)nn1)Nc1ccc([N+](=O)[O-])cc1 | 104.5 | 102.5 | 101.3 | 104.8 | 93.1 | 103.0 | 103.5 | 118.9 | 97.8
CC(=O)/C(=C\c1ccc(Cl)cc1)c1ccccc1 | 10.1 | 2.7* | 3.8* | 49.1 | 37.4 | 10.3 | 5.1* | -40.5* | 25.6
CCOc1ccc(NC(N)=S)cc1 | 101.0 | 94.8 | 105.6 | 107.3 | 101.5 | 101.3 | 106.1 | 113.5 | 106.7
COc1ccc(OC)c(NC(=O)SC(C)C)c1 | 102.6 | 114.0 | 120.1 | 108.6 | 85.3 | 98.5 | 107.5 | 122.6 | 106.5
CC[C@H](Nc1ncnc(N)c1C(N)=O)c1nc2cccc(NCc3ccc(C(=O)NO)cn3)c2c(=O)n1-c1ccccc1 | 94.9 | 94.1 | 93.4 | 98.3 | · | 91.4 | 99.7 | 111.8 | 101.9
CCOC(=O)/C=C\C(=O)NC(N)=O | 105.6 | 103.7 | 95.2 | 103.7 | 99.3 | 99.9 | 86.4 | 114.6 | 106.7
CN(C)c1ncnc2c1cnn2C | 104.0 | 109.2 | 98.0 | 101.5 | 90.7 | 112.6 | 105.3 | 106.6 | 98.7
C=C(C)[C@@H]1CC[C@]2(C(N)=O)CC[C@]3(C)[C@H](CC[C@@H]4[C@@]5(C)CC/C(=N\OCCC#N)C(C)(C)[C@@H]5CC[C@]43C)[C@@H]12 | 70.6 | 70.5 | 91.3 | 90.0 | 97.3 | 81.2 | 55.5 | 83.4 | 84.6
COCC(O)Cn1ccnc1N=Nc1ccccc1 (configuration not stated) | 100.8 | 103.0 | 102.8 | 113.9 | 85.5 | 100.4 | 100.5 | 113.4 | 103.9
CC(=O)c1cnn(-c2cc(=O)[nH]c3ccc(C)cc23)c1C | 105.3 | 103.0 | 105.4 | 100.4 | 96.8 | 102.0 | 102.3 | 118.5 | 104.2
COC(=O)CC(=O)c1ccc(C)cc1 | 99.3 | 107.1 | 99.7 | 97.6 | 81.7 | · | 101.8 | 97.9 | 106.0
O=C(CNc1cccnc1)Nc1ccc(C(=O)/C=C/c2ccc(Cl)cc2)cc1 | 69.3 | 90.0 | 86.2 | 95.9 | 87.8 | 88.6 | · | 106.2 | 74.3
COc1ccc(OC)c(NCc2ccccc2)c1 | 93.5 | 101.7 | 98.6 | 100.2 | 90.4 | 102.8 | 96.4 | 108.9 | 104.0
Additional structures follow:
SMILES | KM12 | HT29 | HCC-2998 | NCI-H322M | SNB-75 | HCT-15 | HCT-116 | COLO 205 | SW-620
COc1cc2oc(-c3cccc(NC(=O)[C@H](C)NC(=O)OC(C)(C)C)c3)cc(=O)c2c(OC)c1OC | 97.8 | 100.6 | 113.4 | 99.0 | 99.5 | 99.2 | 99.5 | 116.6 | 98.7
CCC1(C2C=COC=C2)NC(=O)NC1=O (configuration not stated) | 109.3 | 104.0 | 102.1 | 105.8 | 87.5 | 105.4 | 95.3 | 108.5 | 105.5
COc1ccc2c(c1)oc1c(C)c3c(c(C)c12)C(=O)N(NCCO)C3=O | 97.3 | 97.2 | 129.1 | 98.5 | 115.1 | 98.5 | 99.6 | 109.6 | 99.0
COC(=O)[C@H](Cc1ccccc1)NC(=O)[C@]12CCC(C)(C)C[C@H]1C1=CC[C@@H]3[C@@]4(C)Cc5c([nH]c6ccccc56)C(C)(C)[C@@H]4CC[C@@]3(C)[C@]1(C)CC2 | 96.1 | 95.5 | 100.9 | 103.9 | 90.4 | 107.0 | 81.2 | 105.9 | 93.0
N#C/C(=C\c1ccc(-c2ccccc2)cc1)c1ccc(Cl)cc1 | 39.1 | 96.8 | 58.5 | 78.0 | 85.3 | 79.3 | 95.7 | 105.5 | 98.3
CC1CC(C)(C)OC(c2ccc(C(C)C)cc2)O1 (configuration not stated) | 105.7 | 111.8 | 101.9 | 122.8 | 95.9 | 110.0 | 116.2 | · | 108.4
CCC(N)(C(=O)O)c1ccccc1 (configuration not stated) | 99.7 | 101.3 | 106.4 | 90.2 | 93.9 | 99.4 | 99.3 | 97.4 | 97.4
NC(=O)CCCN1CCCC1=O | 101.6 | 111.1 | 105.3 | 112.5 | 128.5 | 114.3 | 98.2 | 119.9 | 98.9
CC(C)N(C)C(=O)CSc1ccc(Cl)cc1 | 115.2 | 103.7 | · | 104.1 | 97.9 | 99.5 | 94.0 | 116.5 | 100.3
C1CCC2(CC1)NCCO2 | 108.5 | 103.9 | 103.9 | 93.4 | 93.5 | 100.0 | 93.9 | 117.2 | 102.7
O=c1[nH]c(O)c(/C=C2\C=Nc3ccccc32)c(=O)[nH]1 | 102.1 | 96.2 | 101.0 | 92.9 | 80.2 | 115.2 | 97.6 | 114.4 | 96.8
Cc1ccc(NC(=O)Nc2ccc(F)c(C(=O)c3c[nH]c4ncccc34)c2F)cc1 | 100.9 | 110.3 | 135.5 | 101.6 | · | 97.7 | 97.4 | 112.8 | 126.3
O=C(O)C1C(c2ccccc2)=C1c1ccc(Br)cc1 (configuration not stated) | 107.4 | 104.5 | 101.3 | 102.3 | 90.7 | 101.0 | 96.4 | 111.6 | 117.0
Nc1ncnc2c1ncn2Cc1nnc(CCC(=O)c2nc3ncccc3[nH]2)o1 | 93.8 | 98.9 | 92.0 | 95.4 | 80.3 | 93.9 | 100.3 | 104.7 | 89.5
CCCNc1ncnc2c1cnn2C1CCCCO1 (configuration not stated) | 92.1 | 100.6 | 103.9 | 109.7 | 87.4 | 105.2 | 100.5 | 94.0 | 90.5
CCCNc1cc(=S)nc(N)[nH]1 | 108.7 | 108.9 | 139.1 | 104.8 | 93.0 | 102.3 | 100.0 | 115.3 | 104.5
O=C(O/C(=C/c1ccccc1)C(F)(F)F)c1ccccc1 | 99.4 | 110.0 | 101.5 | 124.6 | 92.7 | 113.5 | 104.8 | 99.3 | 113.2
CSc1ccc2c(c1)N(CC(C)CN(C)C)c1ccccc1S2 (configuration not stated) | · | 53.9 | 74.2 | 89.3 | 65.3 | 84.3 | 64.6 | 70.6 | 83.1
N#CSc1ccc(O)c2ccccc12 | 98.5 | 106.5 | 106.3 | 113.6 | 96.5 | 99.9 | 68.1 | 102.4 | 80.5
Clc1ccc(-c2cc(-c3ccccc3)nc(N3CCN(CCCNc4ccnc5cc(Cl)ccc45)CC3)n2)cc1 | 3.7* | -1.6* | -73.4* | 28.2 | -23.9* | -25.5* | -79.6* | -54.2* | -42.3*
CC(=O)N1C(=S)NC(C)=C(C(=O)OCC(C)C)C1c1ccc2c(c1)OCO2 (configuration not stated) | 93.8 | 104.1 | 110.2 | 101.6 | 92.2 | 93.3 | 93.5 | 100.6 | 97.4
O=C1C(=O)c2ccccc2C(O)=C1CCCCCCCCCCO | 106.9 | 120.0 | 106.9 | 100.3 | 96.6 | 80.0 | 93.9 | 115.6 | 101.6
CCN(CCCCCCN1CC(=O)N(CCCCCCN(CC)Cc2ccccc2OC)CC1=O)Cc1ccccc1OC | 65.5 | 20.0 | · | 96.5 | 76.6 | 83.5 | 37.6 | 54.6 | ·
Clc1ccc(-c2cnc3sc(NCc4ccccc4)nn23)cc1 | 31.0 | 89.9 | 89.5 | 73.7 | 86.4 | 60.6 | 70.6 | 100.6 | 87.2
Cc1ccc(N=Nc2c(O)c(C(=O)O)cc3ccccc23)c(S(=O)(=O)O)c1 | 96.8 | 108.7 | 104.7 | 109.9 | 81.1 | 104.1 | 94.3 | 103.7 | 97.4
Continuation:
SMILES | KM12 | HT29 | HCC-2998 | NCI-H322M | SNB-75 | HCT-15 | HCT-116 | COLO 205 | SW-620
O=S(=O)(NCCCNc1nccc(-c2c(-c3cccc(F)c3)nc3sccn23)n1)c1ccc(Cl)cc1 | 72.7 | 36.9 | 122.8 | 93.2 | 102.2 | 49.6 | 64.0 | 41.3 | 104.0
C[C@H](CS)C(=O)N1CCC[C@H]1C(=O)O | 112.7 | 107.3 | 105.0 | 98.5 | 102.7 | 103.4 | 110.2 | 107.9 | 103.5
c1cc(N2CCOCC2)nc(NCCCCNc2nc(N3CCOCC3)nc(N3CCOCC3)n2)n1 | 98.2 | 101.3 | 122.4 | 89.0 | 89.2 | 94.9 | 106.6 | 101.2 | 100.8
COc1ccc(C2CC(c3ccc4c(c3)OCO4)=Nc3c(N)nc(N)nc3N2)cc1 (configuration not stated) | 62.6 | 72.6 | 91.9 | 91.5 | 66.0 | 82.5 | 89.7 | 91.7 | 67.5
O=c1[nH]c(=S)[nH]cc1Sc1ccc(Cl)cc1 | 111.6 | 121.4 | · | 104.0 | 95.0 | 106.5 | 100.0 | 98.6 | 93.1
Cc1c[nH]c(=S)[nH]c1=S | 102.3 | 93.7 | 100.0 | 96.7 | 88.6 | 97.1 | 93.8 | 101.0 | 101.4
N#Cc1ccoc1 | · | 111.0 | 105.0 | 109.3 | 93.9 | 102.7 | 107.0 | 106.6 | 107.4
CCCc1n(Cc2ccc3ccccc3c2)c2ccccc2[n+]1Cc1ccc2ccccc2c1 | -75.0* | -72.2* | -57.2* | 4.7* | -18.2* | 4.3* | -91.2* | -77.0* | -74.2*
CCn1cnc2c1c(=O)[nH]c(=O)n2Cc1ccc(CNS(=O)(=O)c2ccc(OC3CCOCC3)c(F)c2)cc1 | 77.8 | 71.9 | 84.9 | 83.8 | 14.7 | 95.7 | 79.6 | 73.6 | 76.9
CC/C(=N/NC(N)=O)c1ccc([N+](=O)[O-])o1 | 99.1 | 90.2 | 99.1 | 95.0 | 84.6 | 96.1 | 86.9 | 90.4 | 97.3

Some of the entries so far, with values under each structure:
Each structure is followed by: KM12, HT29, HCC-2998, NCI-H322M, SNB-75, HCT-15, HCT-116, COLO 205, SW-620
> O=S(=O)(NCCCNc1nccc(-c2c(-c3cccc(F)c3)nc3sccn23)n1)c1ccc(Cl)cc1
 : 72.7, 36.9, 122.8, 93.2, 102.2, 49.6, 64.0, 41.3, 104.0
> C[C@H](CS)C(=O)N1CCC[C@H]1C(=O)O
 : 112.7, 107.3, 105.0, 98.5, 102.7, 103.4, 110.2, 107.9, 103.5
> c1cc(N2CCOCC2)nc(NCCCCNc2nc(N3CCOCC3)nc(N3CCOCC3)n2)n1
 : 98.2, 101.3, 122.4, 89.0, 89.2, 94.9, 106.6, 101.2, 100.8
> COc1ccc(C2CC(c3ccc4c(c3)OCO4)=Nc3c(N)nc(N)nc3N2)cc1 (configuration not stated)
 : 62.6, 72.6, 91.9, 91.5, 66.0, 82.5, 89.7, 91.7, 67.5
> O=c1[nH]c(=S)[nH]cc1Sc1ccc(Cl)cc1
 : 111.6, 121.4, ·, 104.0, 95.0, 106.5, 100.0, 98.6, 93.1
> Cc1c[nH]c(=S)[nH]c1=S
 : 102.3, 93.7, 100.0, 96.7, 88.6, 97.1, 93.8, 101.0, 101.4

Three compounds already listed, sorted by molar mass, rising:
SMILES | KM12 | HT29 | HCC-2998 | NCI-H322M | SNB-75 | HCT-15 | HCT-116 | COLO 205 | SW-620
CN(C)c1ncnc2c1cnn2C | 104.0 | 109.2 | 98.0 | 101.5 | 90.7 | 112.6 | 105.3 | 106.6 | 98.7
COc1ccc2c(c1)oc1c(C)c3c(c(C)c12)C(=O)N(NCCO)C3=O | 97.3 | 97.2 | 129.1 | 98.5 | 115.1 | 98.5 | 99.6 | 109.6 | 99.0
CCN(CCCCCCN1CC(=O)N(CCCCCCN(CC)Cc2ccccc2OC)CC1=O)Cc1ccccc1OC | 65.5 | 20.0 | · | 96.5 | 76.6 | 83.5 | 37.6 | 54.6 | ·
